Compound activity: PubChem, Sanford-Burnham Center for Chemical Genomics
UPR XBP1 act: adaptive UPR (XBP1) activation; CHO-XBP1 luciferase reporter, IRE1-XBP1 UPR activation, luminescence; percent of tunicamycin response, DMSO as zero; activation, % at 20 µM; 0.33% of 330,000 active; AID 463104;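 active = versus positive control, 20 µM dose yields 30% or more activation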;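 also: 100% = tunicamycin at 10 µg/mL and 0% = DMSO only wells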
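assay system = CHO-XBP1 luciferase reporter cells | amount = 1000 cells/well | buffer or medium = F12 plus 10% FBS | compound dosing = single point, 20 µM final compound, 1% DMSO | incubation = 16-18 h cell attachment at 37 °C, then 6 h compound exposure | detection = Steady-Glo luminescence read | controls = tunicamycin 10 µg/mL and vehicle-only wells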
tim23-1 inh: inhibits growth of tim23-1 mutant yeast | S. cerevisiae tim23-1 growth, BacTiter-Glo luminescence, 24 h | inhibition, % at 20 µM | 1.3% of 330,000 active;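 active = growth inhibition of the mutant yeast at or above 50%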;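 also: temperature-sensitive mutant grown at 25 °C; plate controls were DMSO-treated mutant yeast for no effect and medium wells lacking yeast for full effect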
Mdm2-MdmX inh: human Mdm2/MdmX binding inhibition; O15151+Q00987; 3% of 330,000 active; SaOS-2 split-luciferase Mdm2/MdmX complementation, luminescence; inhibition, % at 8 µM;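 active = inhibition of at least 50% at 8 µM in the primary screen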
Target sequence (O15151 whole entry, looked up): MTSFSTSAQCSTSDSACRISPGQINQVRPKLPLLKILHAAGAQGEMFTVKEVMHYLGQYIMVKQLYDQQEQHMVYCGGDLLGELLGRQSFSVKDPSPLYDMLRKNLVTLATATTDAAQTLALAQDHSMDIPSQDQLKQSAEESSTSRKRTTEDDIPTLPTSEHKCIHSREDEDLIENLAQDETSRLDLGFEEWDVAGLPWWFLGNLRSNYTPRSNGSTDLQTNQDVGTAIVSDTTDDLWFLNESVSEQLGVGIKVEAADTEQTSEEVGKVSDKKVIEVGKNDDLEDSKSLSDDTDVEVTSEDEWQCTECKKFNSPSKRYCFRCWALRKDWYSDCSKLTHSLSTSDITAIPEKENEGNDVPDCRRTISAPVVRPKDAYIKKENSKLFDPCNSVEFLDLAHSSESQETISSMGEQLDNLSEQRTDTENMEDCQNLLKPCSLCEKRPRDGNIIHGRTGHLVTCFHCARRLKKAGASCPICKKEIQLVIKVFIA
Target sequence (Q00987 whole entry, looked up): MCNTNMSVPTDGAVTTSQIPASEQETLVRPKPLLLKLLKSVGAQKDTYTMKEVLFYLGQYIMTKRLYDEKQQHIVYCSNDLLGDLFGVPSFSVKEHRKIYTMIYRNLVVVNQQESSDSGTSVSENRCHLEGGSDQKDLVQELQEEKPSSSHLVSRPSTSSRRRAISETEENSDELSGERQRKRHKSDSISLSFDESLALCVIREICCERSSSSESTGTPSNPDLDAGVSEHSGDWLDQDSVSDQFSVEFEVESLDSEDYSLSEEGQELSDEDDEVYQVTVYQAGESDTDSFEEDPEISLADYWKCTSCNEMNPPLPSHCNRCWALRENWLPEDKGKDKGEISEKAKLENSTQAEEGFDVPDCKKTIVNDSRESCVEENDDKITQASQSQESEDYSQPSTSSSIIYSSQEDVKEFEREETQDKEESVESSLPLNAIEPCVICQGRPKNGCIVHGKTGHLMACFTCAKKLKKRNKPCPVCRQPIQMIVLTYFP
APJ antag: blocks the human apelin receptor APJ; P35414; CHO-K1 APJ beta-arrestin complementation, luminescence; inhibition, % at 20 µM; 0.32% of 330,000 active;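 active = inhibition above about 40% at 20 µM, limit read from the data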;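 also: cells challenged with 10 nM apelin-13 agonist together with compound; plate controls were apelin-13 plus DMSO wells for no effect and DMSO wells lacking apelin-13 for full effect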
TIM10 inh: TIM10 yeast growth inhibition. S. cerevisiae TIM10 strain growth, BacTiter-Glo luminescence, 24 h. inhibition, % at 10 µM. 1.4% of 330,000 active. AID 463195;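 active = inhibition of 40% or more at the single tested concentration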;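 also: wild-type TIM10 isogenic control strain grown at permissive 25 °C; 0% = DMSO yeast wells and 100% = minimal medium wells without yeast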
UPR CHOP act: activators of apoptotic arm of unfolded protein response (CHOP). CHO-CHOP luciferase reporter, UPR activation, luminescence; percent of tunicamycin response over DMSO baseline. AID 449763. 0.34% of 330,000 active. activation, % at 10 µM;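 active = at 10 µM dose, activation of 40% or more, normalized to positive control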;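 also: 100% = tunicamycin at 10 µg/mL and 0% = DMSO alone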
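System: CHO-CHOP luciferase reporter cell line; amount: 500 cells/well; buffer or medium: F12 medium containing 10% fetal bovine serum; incubation: 6 h compound exposure at 37 °C after overnight seeding; measured by: luciferase luminescence after 10 min with Steady-Glo reagent; evaluation: % reporter activation, DMSO baseline versus tunicamycin full activation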
APJ ag: activates the human apelin receptor APJ | 0.11% of 330,000 active | activation, % at 20 µM | CHO-K1 APJ PathHunter beta-arrestin, luminescence; 0% DMSO wells, 100% apelin | P35414;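 active = activation more than six SD over the plate average, tested at 20 µM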;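 also: 0% = DMSO alone and 100% = apelin-13 at 10 nM; some results filed as inactive read as strong as hits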
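Material: engineered CHO-K1 APJ arrestin reporter cells; amount: 1000 CHO-K1 reporter cells seeded per well; incubation: compound stimulation 90 min at 25 °C, detection 60 min; signal: luminescent beta-gal fragment complementation, chemiluminescent substrate; read-out basis: APJ agonist activity; controls: DMSO-only wells as negative, 10 nM Apelin-13 as positive control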
tim10-1 inh: tim10-1 yeast growth inhibition. S. cerevisiae tim10-1 ts strain growth, BacTiter-Glo, 24 h. inhibition, % at 20 µM. 2.2% of 330,000 active. AID 463190;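 active = inhibition of at least 40%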;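 also: mutant grown at 25 °C; 0% = DMSO wells with yeast and 100% = wells holding no yeast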
CXCR6 block: blocks human CXCR6 beta-arrestin recruitment; O00574; CHO-K1 PathHunter CXCR6 beta-arrestin, luminescence; inhibition, % at 20 µM; 0.36% of 360,000 active; in the data active = inhibition above about 34%, passing the limit was not always enough;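 also: antagonist mode with CXCL16 agonist at 10 nM final; 0% = 10 nM CXCL16 with DMSO and 100% = unstimulated wells without agonist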
* = called active by the depositor; & = joins results of further samples.

SMILES	UPR XBP1 act	tim23-1 inh	Mdm2-MdmX inh	APJ antag	TIM10 inh	UPR CHOP act	APJ ag	tim10-1 inh	CXCR6 block
NC(=O)NCCCC(=O)NCC(c1ccccc1Cl)c1c[nH]c2ccccc12 (stereo not drawn)	-5	-2	18	1	6	2.5	0	12	7
CC(C)NC(=O)c1cc(C(=O)c2cc(Cl)ccc2O)coc1=N	-1	7	17	-20	12	0.1	-3	12	2
COCCOC(=O)C1=C(C)Nc2cc(=O)[nH]c(=O)n2C1c1cccc([N+](=O)[O-])c1 (stereo not drawn)	0	5	-20	20	11	-0.9	-1	12	3
O=C(Nc1nnc(SCC(=O)N2CCOCC2)s1)C1CC(=O)N(c2ccc(F)cc2)C1 (stereo not drawn)	-3	3	23	14	6	-0.3	-2	-4	1
CC(C)(C)c1cc(Cl)c(O)c(NC(=S)NC(=O)c2cccnc2)c1	6	4	57*	67*	20	3.8	-9	10	40*
COc1ccc(OCC(=O)Nc2ccccc2-c2ccccc2)cc1	2	18	53*	9	21	1.5	-3	29	-4
CCCCCC(=O)N/N=C/c1ccc(N(C)C)cc1	6	6	-15	-31	5	3.7	-3	-27	13
O=C(O)C1CC=CCC1C(=O)N1CCN(c2nc(-c3ccccc3Cl)c3cc(Br)ccc3n2)CC1 (stereo not drawn)	9	23	5	5	12	-1.7	-3	21	3
C=CCn1c(SCC(=O)NC2CCCC2)nc2scc(-c3ccco3)c2c1=O	0	-26	23	35	15	0.5	-8	15	6
Cc1cccc(NC(=O)CSc2nc3ccc(N4C(=O)c5ccccc5C4=O)cc3s2)c1C	2	1	17	-3	17	0.3	-2	25	0
Cc1c(C(=O)N/N=C/c2ccncc2)no[n+]1[O-]	2	8	-9	-7	2	1.3	-1	-11	-13
CSC1=NC(=O)/C(=C/c2ccc(SC)cc2)S1	2	24	-23	10	49*	-1.0	-2	24	3
Cc1ccc(S(=O)(=O)N2CCCCCC2)cc1C(=O)NCc1ccccn1	0	10	11	-7	14	1.7	1	-1	3
O=C(C1=C(Nc2ccccc2)c2ccccc2S(=O)(=O)N1)c1ccccc1	-1	19	-29	45*	36	0.2	-6	25	33
Nc1ncc(Br)cc1S(=O)(=O)N1CCCCCC1	0	5	13	21	-11	-1.5	2	-13	3
CCOC(=O)c1c(/N=C/N(C)C)sc(C(=O)OC)c1C	1	20	33	-12	16	1.0	-3	14	13
Cc1ccc(NC(=S)N(CCN2CCOCC2)Cc2cc3cc4c(cc3[nH]c2=O)OCCO4)cc1	-1	21	15	-11	-7	0.9	-1	5	10
O=C(CCC(=O)c1ccc(F)cc1)Nc1cccc(Br)c1	-2	10	15	0	-7	0.5	0	1	3
COc1cc2sc3ccc(C#Cc4ccccn4)cc3c(=O)c2cc1OC	23	5	29	-13	-6	3.7	3	6	-3
Cc1cc(C)nc(NC(=O)CSc2nccc(C)n2)n1	-2	4	9	5	10	-0.8	-4	17	-4
Cc1ccc(OCC(=O)Nc2ccc(CN3CCCCC3)cc2)c(C)c1	-1	0	24	1	-23	-1.2	-4	0	-1
O=C(CCl)NNC(=O)c1c(O)c2ccccc2[nH]c1=O	6	11	9	16	-24	3.9	2	-40	-9
Cc1nsc(Nc2ccc([N+](=O)[O-])cc2)c1C#N	-2	-5	79*	71*	-18	5.9	-8	-4	50*
CCN(C(=O)COC(=O)c1cc(-c2cccc3ccccc23)nc2ccccc12)C1CCS(=O)(=O)C1 (stereo not drawn)	2	17	45	9	22	-1.9	0	13	3
CC(C)n1nnnc1SCC(=O)N1CCN(Cc2ccc3c(c2)OCCO3)CC1	-2	3	7	15	3	1.6	-4	-21	-7
Cc1nc(C(F)(F)F)ccc1C(=O)NCC(O)c1ccccc1 (stereo not drawn)	2	10	16	-2	-26	1.1	-1	15	-4
Cc1ccc(CNC(=O)C(=O)NCCC2CCCCN2S(=O)(=O)c2ccccc2)cc1 (stereo not drawn)	1	9	2	-52	2	1.7	-5	14	-1
Cc1cccc(NC(=O)c2ccc(S(=O)(=O)N(C)c3ccccc3)cc2)n1	-2	40	49	10	22	0.5	-3	12	-5
Cc1ccc(N2C(=O)c3n[nH]c(C)c3C2c2cccnc2)cc1 (stereo not drawn)	-3	-8	5	6	-1	1.2	-3	6	-8
COc1ccc(COC(=O)C2=C(C)NC(=O)NC2c2ccc(OC)c(OC)c2)cc1 (stereo not drawn)	-1	15	14	9	1	2.5	-4	18	-5
Cc1ccc(C(=O)N2CCN(c3ccc(C(F)(F)F)cn3)CC2)cc1	-2	14	8	14	22	-0.3	-4	20	-2
COC(=O)c1ccc2c(=O)n(CCCN3CCOCC3)c(=S)[nH]c2c1	0	5	1	11	-2	-1.9	1	-11	0
Cc1ccc(C(=O)Nc2ccccc2C(=O)N2CCCC2)cc1[N+](=O)[O-]	-3	25	-4	-8	0	3.3	2	14	6
Clc1ccc(-c2csc(N3CCc4ccccc4C3)n2)cc1	0	11	-30	22	12	-1.9	0	15	-10
CCCOc1ccc(N2CC(C(=O)Nc3ccccc3F)CC2=O)cc1 (stereo not drawn)	-3	34	-8	7	11	-0.2	-2	22	-2
Cc1sc(NC(=O)CCCCC(=O)Nc2sc(C)c(C)c2C(=O)O)c(C(=O)O)c1C	-2	12	22	20	10	0.6	1	6	0
COc1ccc(-c2cc3nc(C)c(CCC(=O)NCc4ccco4)c(C)n3n2)c(OC)c1	-1	14	-5	11	10	1.1	-2	13	-3
COc1ccc([C@@H]2[C@@H]3C(=O)N(C(C)(C)C)C(=O)[C@@H]3[C@]3(C)C(=O)N(c4ccc(C)cc4)C(=O)N23)cc1	-1	14	23	-3	12	1.3	-1	10	-5
Cc1ccc(NC(=O)CS(=O)c2ccccc2N)c(C)c1 (stereo not drawn)	5	10	-9	-4	-1	3.7	-2	6	0
CCN=C1SC(CC(=O)Nc2ccccc2)C(=O)N1CC (stereo not drawn)	1	13	-5	-4	-12	-1.2	2	20	8&4
O=C(Nc1ccon1)c1nc[nH]c1C(=O)N1CCc2ccccc2C1	-2	21	26	5	22	1.4	-4	20	2
N/C(=N\OC(=O)c1ccccc1[N+](=O)[O-])c1ccccn1	-7	12	33	-43	4	-5.1	1	8	-8
CCO[C@H]1OC(C(=O)NCc2ccccc2)=C[C@@H](C2CCCCC2)[C@@H]1CCCO	-1	24	-2	-3	17	0.8	-1	25	-2
CCOC(=O)C1=C(COC(=O)/C=C/c2ccc(Cl)cc2)NC(=O)NC1C (stereo not drawn)	2	-9	14	5	3	2.0	-3	-27	-7
Cc1ccccc1C(=O)NC1CCN(C(=O)NCc2ccccc2)CC1	-5	6	5	3	1	0.3	-2	12	-4
Cc1ccc[n+](CC(=O)c2ccc(Br)cc2)c1C	-3	6	-5	-13	0	3.7	-5	18	-4
CC(C)OP(=O)(c1ccc(N(C)C)cc1)C(O)c1ccc(N(C)C)cc1 (stereo not drawn)	0	7	5	12	18	1.1	-1	10	1
CCCNC(=O)C1(S(=O)(=O)c2ccccc2)CC=CC1	2	-2	4	-1	3	2.1	4	-24	-3
O=C(c1ccco1)N(Cc1cc2ccccc2[nH]c1=O)CC1CCCO1 (stereo not drawn)	-1	6	30	-22	-12	-4.9	-2	-2	-2
O=C(Cc1ccc(Cl)cc1)Nc1ccc(NC(=O)c2cccs2)cc1	-3	7	-5	1	-9	-0.1	-2	12	-2
COc1cc(C)nc(Nc2nc(C)c(C(C)=O)s2)n1	0	28	22	-10	18	-1.1	-8	28	9
COc1ccc(S(=O)(=O)N2CCN(c3ncccn3)CC2)cc1OC	-4	21	-14	-2	5	0.2	-1	13	-1
O=C(NNC1CC(=O)N(c2ccc(Br)cc2)C1=O)c1cccnc1 (stereo not drawn)	-4	2	10	1	4	0.9	-4	6	-4
CCCNCC1C(Oc2ccc(Cl)cc2)C(=O)N1c1ccccc1C (stereo not drawn)	-1	15	-9	8	17	0.6	-4	15	1
CCN(C(=O)CSc1nncs1)c1c(N)n(Cc2ccccc2)c(=O)[nH]c1=O	-2	8	5	19	-1	0.7	-5	-5	-1
Fc1cccc(Cl)c1CNn1cn[nH]c1=S	0	8	-30	20	9	-1.8	-4	14	5
Cc1[nH]c2ccc(C(=O)N3CCN(c4cccc(Cl)c4)CC3)cc2c1C	8	48	51*	-7	13	-0.2	-1	56*	-14
COCCCNC(=O)CCCC(=O)NCCCOC	1	-3	43	9	12	1.6	-3	-1	5
CCc1ccc(CNC(=O)c2ccc(OC)c(OC3CCN(C(C)C)CC3)c2)nc1	-2	8	27	10	-4	0.6	-5	3	7
COc1ccc(/C=C(/NC(=O)c2cccs2)C(=O)NCc2ccco2)cc1OC	2	5	6	11	4	2.4	-2	1	-3
Additional entries
SMILES	UPR XBP1 act	tim23-1 inh	Mdm2-MdmX inh	APJ antag	TIM10 inh	UPR CHOP act	APJ ag	tim10-1 inh	CXCR6 block
O=C(O)CN1C(=O)/C(=C\c2cccc(OC(=O)c3ccco3)c2)SC1=S	-2	17	-4	13	3	1.1	-3	24	4
COC(=O)c1cn(S(=O)(=O)c2ccccc2)c2ccccc12	2	13	18	11	6	-0.7	-1	-90	-10
O=C(CCNC(=O)c1ccccc1)Nc1ccc(F)c(Cl)c1	1	-6	-17	3	9	-0.6	1	-7	9
CCOc1ccc(-n2c(=O)c3c(C)c(C(=O)N(C)C)sc3n(CC(=O)Nc3ccccc3F)c2=O)cc1	-1	9	21	0	6	-0.7	-2	5	2
O=C(NNC(=O)c1ccccc1Cl)c1ccco1	0	-7	3	15	20	3.0	0	-10	-20
Cc1cccc(OCC(=O)NCCCNC(=O)c2cnccn2)c1	-3	-3	19	1	12	2.3	-2	-16	-3
O=C(CSCc1ccccc1Br)N/N=C/c1ccc2c(c1)OCO2	-2	60*	27	-4	33	7.7	0	51*	-17
O=C(c1ccc(S(=O)(=O)NCc2ccco2)cc1)N1CCCC(C(F)(F)F)C1 (stereo not drawn)	-3	16	7	15	7	-0.5	4	10	1
O=C(NCC1CCCN(C(=O)c2cccnc2)C1)c1ccc(-c2ccccc2)cc1 (stereo not drawn)	-1	4	10	-10	-4	0.0	0	8	-5

Some of the compounds tested. The share of hits here may be higher or lower than overall.
